High-throughput results as filed in PubChem.
S1P2 blocker = human S1P2 receptor antagonists, primary screen, cell-based | Sphingosine 1-phosphate receptor 2 (Homo sapiens), O95136 | cell-based S1P2 antagonist assay, inhibition at 5 uM | inhibition, % at 5 µM | 0.21% of 97,000 active | AID 736, 2007; in the data active means inhibition above about 45%;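 further: CRE beta-lactamase reporter cells expressing human S1P2 stimulated with S1P; 0% = agonist at EC80 alone and 100% = agonist plus reference antagonist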
Target sequence (O95136 whole entry, looked up): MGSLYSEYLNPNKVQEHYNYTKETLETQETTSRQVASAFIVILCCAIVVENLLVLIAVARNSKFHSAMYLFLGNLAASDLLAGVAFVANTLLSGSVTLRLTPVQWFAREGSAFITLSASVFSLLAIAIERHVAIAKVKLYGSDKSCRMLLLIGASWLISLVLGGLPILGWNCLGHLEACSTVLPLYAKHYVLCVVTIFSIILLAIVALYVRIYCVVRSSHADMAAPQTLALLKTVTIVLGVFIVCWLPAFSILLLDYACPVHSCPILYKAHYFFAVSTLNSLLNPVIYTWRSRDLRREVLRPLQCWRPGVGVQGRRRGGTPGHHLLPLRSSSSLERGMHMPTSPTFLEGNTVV
PostGolgi yeast = phenotypic screen on post-Golgi transport, primary screen. post-Golgi transport phenotypic cell assay. inhibition, % at 10 µM. 0.9% of 98,000 active. AID 739, 2007;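 further: yeast cells grown in 1536-well plates; yeast grown about 18 h at 30C before absorbance read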
sEH inh = soluble epoxide hydrolase inhibitors, primary screen, biochemical, human sEH. Bifunctional epoxide hydrolase 2 (Homo sapiens), P34913. recombinant human sEH enzymatic activity assay. inhibition, % at 2 µM. 0.34% of 91,000 active. AID 707, 2007; in the data active means inhibition above about 80%; further: values of inactives mirror those of a sister screen read the other way; many of its hits are not listed in these tables
PostGolgi ctrl = growth inhibition of yeast control strain, primary screen, counter-screen for post-Golgi transport modulator project. inhibition, % at 10 µM. 5% of 98,000 active. efflux-deficient yeast background strain, growth absorbance A615, 16 h. AID 738, 2007
CYP2C19 inhib = blockers of cytochrome P450 2C19 activity – biochemical, luminescence, ADME assay, primary screen | 21% of 96,000 active | AID 778, 2007 | CYP2C19 Supersomes, luciferin-H EGE luminescence, 30 min | P33261 | inhibition, % at 5 µM;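 active means CYP2C19 inhibition above a set limit at 5 µM in the primary screen, cut at about 50% in these data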;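 further: plate controls were negative control wells for no effect and 2.5 mM tranylcypromine positive control for full effect; values of inactives mirror those of a sister screen read the other way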
sEH act = soluble epoxide hydrolase activators, primary screen, biochemical, human sEH; Bifunctional epoxide hydrolase 2 (Homo sapiens), P34913; purified human sEH enzymatic activity, activator screen; activation, % at 2 µM; 0.04% of 91,000 active; AID 717, 2007; in the data active means activation above about 37%; further: values of inactives mirror those of a sister screen read the other way
hDAT+cocaine = changed hDAT dopamine uptake under cocaine IC80, either direction, primary screen, cocaine antagonist project, cell-based, LLC-PK1 hDAT, [14C]-dopamine uptake, MLSMR | LLC-PK1 hDAT cells, [14C]-dopamine uptake with cocaine IC80; actives deviate in either direction | B-score at 10 µM | AID 449768, 2010 | 1.3% of 110,000 active;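 active means Z score or B-score, a plate-position-corrected score, falls beyond the plate's 99.7% confidence bounds, in either direction; inactive means both scores lie inside the 99.7% bounds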;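 further: scored against the spread of the other compound wells on the same plate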
Target sequence (Q01959 whole entry, looked up): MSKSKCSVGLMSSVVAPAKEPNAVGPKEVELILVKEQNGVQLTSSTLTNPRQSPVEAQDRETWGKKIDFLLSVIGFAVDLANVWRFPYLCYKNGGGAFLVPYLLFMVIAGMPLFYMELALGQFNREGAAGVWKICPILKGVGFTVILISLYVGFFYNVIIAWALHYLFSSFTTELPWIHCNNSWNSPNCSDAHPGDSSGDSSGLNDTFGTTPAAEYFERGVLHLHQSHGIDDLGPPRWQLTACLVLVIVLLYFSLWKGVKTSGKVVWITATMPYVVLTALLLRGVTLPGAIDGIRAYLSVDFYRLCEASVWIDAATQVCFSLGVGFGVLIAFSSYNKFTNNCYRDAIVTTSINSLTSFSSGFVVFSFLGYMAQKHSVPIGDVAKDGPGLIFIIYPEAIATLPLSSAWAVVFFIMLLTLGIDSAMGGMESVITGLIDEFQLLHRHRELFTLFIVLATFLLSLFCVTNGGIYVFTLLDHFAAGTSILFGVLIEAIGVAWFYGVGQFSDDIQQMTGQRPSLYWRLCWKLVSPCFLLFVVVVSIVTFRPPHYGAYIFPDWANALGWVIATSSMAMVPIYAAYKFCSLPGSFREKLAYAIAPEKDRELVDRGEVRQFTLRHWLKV
S1P2 ag = S1P2 receptor agonists, primary screen, cell-based. Sphingosine 1-phosphate receptor 2 (Homo sapiens), O95136. 0.46% of 97,000 active. AID 729, 2007. activation, % at 4.5 µM. S1P2-expressing cell line, agonist reporter read-out; in the data active means activation above about 16%;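 further: 0% = vehicle low control and 100% = maximal reference agonist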
CYP2C19 act = human CYP2C19 activators, primary screen, biochemical, luminescence | 96,000 tested, under 10 active | AID 1025, 2008 | recombinant CYP2C19, luciferin-H EGE luminescence; active compounds read high; 0 = fully inhibited enzyme, 1 = untreated enzyme | Cytochrome P450 2C19 (Homo sapiens), P33261 | activation factor at 5 µM;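 active means activation factor of at least 2 at 5 µM in the primary screen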;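 further: 0 = wells with 2.5 mM tranylcypromine and 1 = vehicle-only wells; values of inactives mirror those of a sister screen read the other way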
Starred values were filed as active, the others as inactive; . = not tested or not shown. Unless noted, no stated cut-off is given here; in the data, active means inhibition above about 30%; inactive means the rest.

SMILES	S1P2 blocker	PostGolgi yeast	sEH inh	PostGolgi ctrl	CYP2C19 inhib	sEH act	hDAT+cocaine	S1P2 ag	CYP2C19 act
c1ccc(-c2nnc(CSc3nnc(-c4ccncc4)n3Cc3ccco3)o2)cc1	-1	15	-5	-2	67*	5	.	-10	0.3
Cc1ccccc1NC(=O)/C(C#N)=C\c1cccnc1	-5	-4	-1	3	-4	0	-0.044	-7	1
Cn1c(=O)c(=O)n(C)c2cc(S(=O)(=O)N3CCCCCC3)ccc21	28	1	.	6	2	.	-0.049	-4	1
CCC(C)N(C)Cc1cccc(C2(O)CCN(S(=O)(=O)c3ccc(F)cc3)CC2)c1 (centres undefined)	21	-1	4	1	-3	-7	0.28	-5	1
O=C(Oc1ccc2ccccc2c1Br)N1CCCCCC1	-17	-7	-14	24	-9	13	-0.096	-9	1.1
CC1=C(C#N)C(=O)OC(C)(C)C1	19	10	.	2	-14	.	0.76	-2	1.1
COC(=O)CCC(=O)Nc1ccc(NC(=O)CCC(=O)OC)cc1	0	5	-7	3	2	7	-0.83	-2	1
O=C(CCCCCN1C(=O)C2C3C=CC(C3)C2C1=O)Nc1nccs1 (centres undefined)	-8	-4	.	22	-8	.	-0.53	-3	1.1
CC(=O)Oc1ccc(NC(=O)CSc2ccccc2)cc1	-12	-8	6	37*	69*	-3	-1.8	0	0.3
CCSc1oc(-c2ccccc2)nc1S(=O)(=O)c1ccccc1	-21	-8	9	25	4	-8	0.21	-5	1
COCCNC(=O)C(c1ccco1)N(C(=O)Cn1nnc2ccccc21)c1ccc(C)cc1C (centres undefined)	-32	-2	17	-10	20	-17	0.27	-6	0.8
Cc1ccc(S(=O)(=O)N2CC3(C)CN(S(=O)(=O)c4ccc(C)cc4)CC(C)(C2)C3O)cc1 (centres undefined)	.	0	.	-2	3	.	-0.37	.	1
COc1ccccc1CNC(=O)c1ccc(SC)cc1OC	-17	-3	2	17	79*	1	1.1	-7	0.2
N#CC1=C(N)Oc2n[nH]c(-c3ccc(F)cc3)c2C1c1ccncc1 (centres undefined)	.	1	.	-1	41	.	-2.3	.	0.6
CCc1ccccc1N1C(=O)c2cccc3c(N4CCOCC4)c([N+](=O)[O-])cc(c23)C1=O	-16	-6	5	11	28	-4	-0.19	-2	0.7
CCCn1nc(Oc2nc(SC)nc(N(C)C)n2)ccc1=O	4	-4	11	2	30	-12	-0.061	-1	0.7
O=C(Cn1nc(Cl)nc1Cl)c1ccc2c(c1)OCCO2	-5	-4	10	7	43	-7	-0.55	-13	0.6
Cc1nnc(C)n1/N=C/c1cc(Br)cc(Br)c1O	-6	4	.	11	-8	.	1.9	0	1.1
CCOC(=O)N1CCN(CC(=O)Nc2cc(C)nn2-c2nc3ccccc3s2)CC1	-11	5	0	42*	40	2	1	-4	0.6
Cn1c(C(=O)OCC(=O)NCC2CCCO2)cc2sccc21 (centres undefined)	-15	6	4	13	.	-2	0.015	-2	.
CC1CCCC(C)N1C(=O)c1ccccc1Nc1ccc(SC(F)F)cc1 (centres undefined)	-11	7	18	8	22	-18	-0.57	0	0.8
CCn1c(N)nc2c1c(=O)n(C)c(=O)n2C	-11	1	-25	5	3	22	-0.61	-4	1
CO/N=C/NC(=O)c1ccc([N+](=O)[O-])c(CS(=O)(=O)c2ccc(Cl)cc2)c1	10	11	6	-2	2	-6	0.26	-1	1
CCOc1ccc2nc(SCC(=O)c3ccc(Cl)s3)sc2c1	-8	0	19	6	22	-19	0.45	-7	0.8
O=C(Nc1ccc(-c2nc3ccccc3o2)cc1)c1ccc(N2CCOCC2)c([N+](=O)[O-])c1	8	4	10	-3	15	-9	0.04	-5	0.8
CCOC(=O)CSc1nc2c(sc3ccccc32)c(=O)n1CCCN1CCOCC1	14	10	0	10	25	-2	0.99	-1	0.7
O=C(C(NS(=O)(=O)c1cccc2nsnc12)c1ccccc1)N1CCN(c2ccccc2)CC1 (centres undefined)	6	-7	2	2	86*	-4	-0.15	-1	0.1
CCCCC(CC)CNC(=O)c1cccs1 (centres undefined)	-5	-4	.	13	88*	.	-0.12	-6	0.1
COc1ccccc1N1CCN(C(=O)N2CCOCC2)CC1	-13	-4	-12	-2	-14	13	-0.24	0	1.1
CC(NC(=O)Nc1ccccc1)c1ccccc1 (centres undefined)	0	0	42	7	25	-43	-2.1	-5	0.8
Cc1ccc(C(=O)C(NC(=O)c2ccco2)N2CCOCC2)cc1 (centres undefined)	0	-3	1	-3	31	0	-0.029	-2	0.7
CCOc1cccc(/C(O)=C2/C(=O)C(=O)N(CCN3CCOCC3)C2c2cccnc2)c1 (centres undefined)	3	.	17	.	-3	-13	1.9	-5	1
CCCCOc1ccc(S(=O)(=O)Nc2cccnc2)cc1	10	32*	1	14	61*	-1	-1.1	-7	0.4
Cc1ccc(-n2ncc3c2ncn2c(C)nnc32)cc1C	-11	3	-2	5	-2	2	-0.69	-2	1
CC(=O)c1cn(CC(=O)NCc2cccnc2)c2ccccc12	-20	-4	-3	5	77*	3	-0.8	0	0.2
Cc1cc2c(ncn2Cc2ccccc2)c(NS(C)(=O)=O)c1C	7	13	-3	-1	54*	5	0.02	-3	0.5
CCCN(Cc1cc2cc(C)ccc2[nH]c1=O)C(=O)c1cccc(OC)c1	-5	-2	2	10	64*	-3	1.5	-7	0.4
O=c1/c(=C/c2ccc(CNS(=O)(=O)c3ccccc3)o2)sc2n1CCN=2	.	1	.	8	52*	.	-0.54	.	0.5
CCc1nc(Nc2ccncc2)c2oc3ccccc3c2n1	-11	6	-13	2	2	10	0.06	0	1
O=C(CSc1n[nH]c(-c2cccs2)n1)N1CCN(S(=O)(=O)c2ccc3ccccc3c2)CC1	-18	0	-7	14	23	9	-0.74	-7	0.8
COC(=O)c1ccccc1NC(=S)NC(=O)CC(C)C	1	-2	-2	9	42	2	0.34	-5	0.6
CCOc1cccc(Oc2ccc(C(F)(F)F)cn2)c1	6	2	-7	34*	-13	2	-0.74	-3	1.1
CCCCCn1c(CCNC(=O)c2cccs2)nc2ccccc21	3	-6	9	3	96*	-6	2.4	-9	0
CCCCC(=O)Nc1ccc(C(=O)OC2CCCCC2)cc1	0	-5	23	8	74*	-20	-0.0099	-4	0.3
O=P(c1ccccc1)(c1ccccc1)C1CCCO1 (centres undefined)	17	2	-3	1	4	4	0.04	-1	1

Four entries from above, with values under each structure.
Every second line gives: S1P2 blocker | PostGolgi yeast | sEH inh | PostGolgi ctrl | CYP2C19 inhib | sEH act | hDAT+cocaine | S1P2 ag | CYP2C19 act
Cc1ccc(-n2ncc3c2ncn2c(C)nnc32)cc1C
→ -11 | 3 | -2 | 5 | -2 | 2 | -0.69 | -2 | 1
CC(=O)c1cn(CC(=O)NCc2cccnc2)c2ccccc12
→ -20 | -4 | -3 | 5 | 77* | 3 | -0.8 | 0 | 0.2
Cc1cc2c(ncn2Cc2ccccc2)c(NS(C)(=O)=O)c1C
→ 7 | 13 | -3 | -1 | 54* | 5 | 0.02 | -3 | 0.5
CCCN(Cc1cc2cc(C)ccc2[nH]c1=O)C(=O)c1cccc(OC)c1
→ -5 | -2 | 2 | 10 | 64* | -3 | 1.5 | -7 | 0.4

Continued.
SMILES	S1P2 blocker	PostGolgi yeast	sEH inh	PostGolgi ctrl	CYP2C19 inhib	sEH act	hDAT+cocaine	S1P2 ag	CYP2C19 act
O=C(c1cccc(F)c1)N1CCCC(C(=O)N2CCCC2)C1 (centres undefined)	13	5	-9	17	-15	9	-0.052	-2	1.1
COCCN(Cc1cc2cc(C)cc(C)c2nc1Cl)C(=O)Nc1ccccc1	-1	-2	7	35*	39	-6	0.45	-2	0.6
Cc1cc(C(=O)CSCc2nnc3n(CCC(C)C)c(=O)c4ccccc4n23)c(C)n1C	-21	.	-5	.	.	7	.	-5	.
CCOC(=O)c1c(C)nn(Cc2cccc(Cl)c2)c1N	15	-2	-2	24	24	2	0.53	0	0.8
CCCSc1nc(N2CCOCC2)c2c(c1C#N)CCCC2	15	-10	9	28	59*	-9	0.61	-7	0.4
COc1ccc(-n2c(-c3ccccc3)nnc2-c2ccc(Cl)cc2)cc1	-20	-1	-3	13	-1	1	-0.08	-7	1
Cc1c(Br)c([N+](=O)[O-])nn1C(C)C(=O)NCc1cccnc1 (centres undefined)	1	-7	-11	3	76*	9	.	-1	0.2
CCCCOC(=O)c1[nH]c(C)c(C(=O)OC)c1C	0	1	-6	6	82*	6	1.5	-1	0.2
CCS(=O)(=O)NCCc1cc2ccc(C)cc2[nH]c1=O	-94	18	-9	8	-2	10	0.3	-8	1
CC1(C(=O)Nc2nccs2)Cc2ccccc2C(=O)O1 (centres undefined)	8	0	-7	-15	-2	1	-0.7	-3	1
CCOC(=O)c1cc(C(=O)Nc2cccc(C)c2)nn1C	13	-12	-6	15	36	12	-0.034	-6	0.6
Cn1cc(CNC(=O)Nc2ccc3c(c2)OCO3)cn1	4	2	12	-2	14	-7	-0.031	-2	0.9
NS(=O)(=O)c1ccc(NC(=O)C2COc3ccccc3O2)cc1 (centres undefined)	-6	11	-2	4	14	0	0.74	-3	0.9
CCCCC(=O)Nc1ccc(NC(=O)C2CC2)nc1	13	-8	7	5	.	-9	-0.091	-3	.
Cc1cc(N2CCN(C(c3ccccc3)c3ccccc3)CC2)n2ncnc2n1	14	3	-3	24	33	2	2.5	-4	0.7
Cc1cc2cc(CN(CCN3CCOCC3)C(=O)Nc3ccccc3F)c(=O)[nH]c2cc1C	-10	18	-10	0	16	9	2	-5	0.8
O=C1Nc2ccccc2C12OCCO2	1	0	-2	12	9	4	0.029	-5	0.9
CCOC(=O)c1c(NC=O)sc2c1CCC2	-23	-3	13	8	-7	-16	.	-4	1.1
CC(C)(O)C(=O)NN(C(=O)c1ccccc1)c1cccc(Br)c1	-11	1	16	20	2	-13	-0.095	-4	1
c1ccc2oc(-c3ccc(Nc4nc(N5CCCCC5)nc(N5CCOCC5)n4)cc3)nc2c1	4	16	13	26	4	-14	.	-6	1
CC1=NN(C(N)=S)C(=O)C1N=Nc1ccc(C)cc1C (centres undefined)	-7	6	0	27	6	-2	.	-2	0.9
Cc1nc2nc(C)c(CCC(=O)NCCCN3CCN(c4cccc(Cl)c4)CC3)c(C)n2n1	13	-2	-9	0	3	9	.	-3	1
O=C(Cn1nc(-c2ccc3c(c2)OCCO3)ccc1=O)Nc1ccc(N2CCOCC2)cc1	-2	.	15	.	-4	-10	-0.0099	-3	1
COc1cccc(/C(O)=C2/C(=O)C(=O)N(Cc3ccco3)C2c2ccncc2)c1 (centres undefined)	4	2	-7	-5	26	7	0.87	-6	0.7
Cc1ccc2c(CC(=O)Nc3c(C)n(C)n(-c4ccccc4)c3=O)coc2c1	8	-5	5	8	-5	-6	-0.39	-3	1
O=C(NC1(C(F)(F)F)NC(=O)N(Cc2ccco2)C1=O)c1cccs1 (centres undefined)	14	-2	-9	17	12	9	-1.6	-4	0.9
CCC(C)C(=O)Nc1ccc(OC)cc1OC (centres undefined)	3	0	-4	10	20	6	-0.65	-2	0.8
COc1cccc(NC(=O)C(NCCC(C)C)c2ccccc2)c1 (centres undefined)	-7	-6	4	8	29	-5	0.2	-2	0.7
CCCCn1c(N)c(Sc2ccccc2)c(=O)[nH]c1=O	12	3	-7	5	-20	7	-0.39	-4	1.2
Cc1ccc(NC(=O)CSc2nnc(CSc3nc(C)cc(C)n3)n2Cc2ccco2)c(C)c1	-15	-1	6	14	8	-2	2.7*	-6	0.9

Outcome played no part in choosing rows; any-hit rate near 24%.
